Source: PubChem (several laboratories)
CDK5 inh: inhibitors of human CDK5/p35 kinase, primary screen, biochemical, single concentration; Recombinant CDK5/p35, ADP-Glo luminescence, 60 min; inhibition, % at 10 µM; 330,000 compounds, 0.01% hits; AID 488839, 2010;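 active means highest replicate inhibition of at least 50% and at least 75% of replicates reaching 50%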;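 further: plate controls were DMSO neutral control for no effect and GW8510 at 10 µM for full effect; many of its hits are not listed in these tables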
Target sequence (Q00535 whole entry, looked up): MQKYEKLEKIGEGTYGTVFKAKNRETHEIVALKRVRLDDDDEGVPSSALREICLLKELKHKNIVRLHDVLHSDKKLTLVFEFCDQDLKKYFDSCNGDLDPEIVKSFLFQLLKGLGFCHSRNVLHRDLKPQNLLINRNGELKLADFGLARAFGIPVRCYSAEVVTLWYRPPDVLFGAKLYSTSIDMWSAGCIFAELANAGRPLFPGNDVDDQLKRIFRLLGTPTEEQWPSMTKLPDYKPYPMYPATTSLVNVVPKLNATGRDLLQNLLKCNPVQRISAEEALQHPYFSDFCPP
Target sequence (Q15078 whole entry, looked up): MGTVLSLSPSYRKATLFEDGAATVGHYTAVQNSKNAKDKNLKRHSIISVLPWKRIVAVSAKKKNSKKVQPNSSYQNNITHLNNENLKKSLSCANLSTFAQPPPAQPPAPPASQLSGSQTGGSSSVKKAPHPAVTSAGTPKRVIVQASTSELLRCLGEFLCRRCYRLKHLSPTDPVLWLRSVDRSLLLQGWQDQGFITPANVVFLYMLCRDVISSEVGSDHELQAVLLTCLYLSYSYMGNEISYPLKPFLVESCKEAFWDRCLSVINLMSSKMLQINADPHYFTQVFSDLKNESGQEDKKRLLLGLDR
PvdQ acylase: P. aeruginosa PvdQ acylase inhibitors, primary screen, biochemical, fluorescence, plate reader and imaging, single point; inhibition, % at 10 µM; purified PvdQ acylase; AID 488965, 2010; PvdQ acylase [Pseudomonas aeruginosa LESB58]; 340,000 compounds, 0.063% hits; in the data active means inhibition above about 30%, passing the limit was not always enough;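 further: 0% = vehicle neutral wells and 100% = reference inhibitor wells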
Cardiac RTF inh: cardiac RTF calcium sensitivity inhibitors, primary screen, biochemical, IANBD-TnC fluorescence, EC70 calcium | AID 493244, 2011 | IANBD-labeled cardiac RTF, Ca2+ fluorescence | Troponin I, cardiac muscle (Homo sapiens) + Troponin T, cardiac muscle (Homo sapiens) + … | 340,000 compounds, 0.12% hits | inhibition, % at 7.15 µM;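 active means inhibition above the mean inhibition of all tested compounds plus 3 SD, cut at about 17% in these data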;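 further: assay run at fixed EC70 calcium of 1.6 mM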
Rtt109 HAT inh: inhibitors of C. albicans Rtt109/Vps75 HAT, primary screen, biochemical, ThioGlo CoA-SH fluorescence, plate reader. purified Rtt109/Vps75, 4 h. Histone acetyltransferase RTT109 (Candida albicans (strain SC5314 / ATCC MYA-2876)), …. 330,000 compounds, 0.16% hits. inhibition, % at 34.9 µM;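 active means inhibition of at least 50% in every replicate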
LANA DNA inh: inhibitors of KSHV C-LANA binding to DNA, primary screen, biochemical, fluorescence polarization, FAM-LBS DNA, MBP-C-LANA, single point. Kaposi's sarcoma herpesvirus LANA C-terminal domain (residues 932-1162) DNA binding. inhibition, % at 9 µM. 340,000 compounds, 0.078% hits. AID 504423, 2011;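 active means highest replicate inhibition at or above 60% at 9 µM, even if other replicates fall short; inactive means all replicates below 60% inhibition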;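 further: 0% = neutral control wells and 100% = 4 µM acridine orange control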
Keap1 Nrf2 FP: Keap1-Nrf2 protein-protein interaction inhibitors, primary screen, biochemical, fluorescence polarization, single point. 340,000 compounds, 0.15% hits. Kelch-like ECH-associated protein 1 (Homo sapiens), Q14145. inhibition, % at 9.4 µM. Keap1 Kelch-Nrf2 peptide fluorescence polarization, 1536-well; in the data active means inhibition above about 12%;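 further: human Keap1 Kelch domain with fluorescein labeled Nrf2 9mer peptide probe; 0% = neutral control wells and 100% = peptide positive control; higher means more block of Keap1 binding to Nrf2 peptide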
NSD2 HMT inh: NSD2 histone methyltransferase inhibitors, primary screen, biochemical, AlphaScreen, single concentration, set 2; AID 743445, 2014; 310,000 compounds, 0.54% hits; inhibition, % at 12.5 µM; NSD2 peptide methylation, 120 min; Histone-lysine N-methyltransferase NSD2 (Homo sapiens), O96028; in the data active means inhibition above about 50%
PfHsp90 set2: growth inhibition of PfHsp90-expressing yeast, primary screen, antimalarial PfHsp90 inhibitor project, S. cerevisiae, BacTiter-Glo luminescence, single point, set 2; inhibition, % at 9.4 µM; 310,000 compounds, 0.32% hits; BacTiter-Glo ATP, 48 h; yeast lacking PDR1 and PDR3 efflux regulators;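 active means every replicate shows inhibition above about 80%, whatever the replicate mean, limit read from the data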;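 further: 0% = DMSO neutral controls and 100% = 20 µM radicicol positive controls; yeast relying on Plasmodium falciparum Hsp90 in place of its own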
cardiac RTF act: cardiac RTF calcium sensitivity activators, primary screen, biochemical, IANBD-TnC fluorescence, EC20 calcium. Troponin I, cardiac muscle (Homo sapiens) + Troponin T, cardiac muscle (Homo sapiens) + …. IANBD-labeled TnC RTF fluorescence at EC20 calcium; 0% EC20 calcium, 100% full calcium. activation, % at 7.2 µM. 340,000 compounds, 0.24% hits. AID 493008, 2010;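 active means activation above the mean over all tested compounds plus 3 SD, cut at about 30% in these data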;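 further: rise in fluorescence read as greater calcium sensitivity of cardiac thin filaments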
dFosB activator: activators of delta FosB homodimer, primary screen, biochemical, fluorescence polarization, TAMRA-CDK5 oligo, single point. activation, % at 25 µM. AID 493131, 2011. 340,000 compounds, 0.99% hits. purified delta FosB; percent of positive-control signal above neutral wells. Protein FosB (Mus musculus), P13346;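 active means mean activation above about 17%, with every replicate also reaching it, limit read from the data, passing the limit was not always enough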;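 further: fluorescence polarization rise as delta FosB binds a TAMRA Cdk5 AP-1 oligo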
Target sequence (P13346 whole entry, looked up): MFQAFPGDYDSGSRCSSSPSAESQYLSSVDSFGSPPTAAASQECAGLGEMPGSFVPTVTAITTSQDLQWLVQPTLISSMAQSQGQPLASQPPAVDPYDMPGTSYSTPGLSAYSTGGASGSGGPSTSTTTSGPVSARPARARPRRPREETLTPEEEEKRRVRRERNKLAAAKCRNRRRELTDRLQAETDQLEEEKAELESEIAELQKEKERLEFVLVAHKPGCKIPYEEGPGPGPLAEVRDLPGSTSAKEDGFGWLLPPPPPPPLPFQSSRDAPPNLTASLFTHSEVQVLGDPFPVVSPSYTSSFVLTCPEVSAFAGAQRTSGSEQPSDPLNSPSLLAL
Mot1-301 SUMO: yeast Mot1-301 growth rescue at high temperature, primary screen, SUMOylation pathway inhibitor project, S. cerevisiae, ATP luminescence, 38.5C; S. cerevisiae Mot1-301 growth rescue; percent above DMSO median, 100 means doubled; growth rescue, % at 18.8 µM; 320,000 compounds, 1% hits; AID 2716, 2010;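 active means every valid replicate shows activation above 250% relative to neutral control wells; inactive means the rest, any valid replicate at or below 250%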;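 further: OY570 slx delta 5 strain wells were the positive control but not used for scaling; some compounds called inactive have numbers as strong as hits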
The depositor's hits bear a star; · = no result given.

SMILES	CDK5 inh	PvdQ acylase	Cardiac RTF inh	Rtt109 HAT inh	LANA DNA inh	Keap1 Nrf2 FP	NSD2 HMT inh	PfHsp90 set2	cardiac RTF act	dFosB activator	Mot1-301 SUMO
O=C1C(Cl)=C(NCC2CCCO2)C(=O)N1c1cccc(Cl)c1Cl (centres undefined)	-1.9	-5.4	3.5	-6.4	-0.7	-7.2	4.0	1.5	0.3	-5.4	-7.7
CC1(c2ccccc2)CC(c2ccccc2)=Nc2nonc2N1 (centres undefined)	-2.2	-7.8	4.7	9.4	-1.6	-0.5	1.2	14.3	4.6	-7.0	122.1
O=C(CN1C2CCC1CC(NC(=O)C1CC1)C2)NCc1ccccc1 (centres undefined)	-0.3	-3.8	7.5	5.0	-2.2	2.3	-0.2	·	7.6	-0.7	-15.5
CCOc1ccc(-n2c(SCC(=O)Nc3ccc4c(c3)OCO4)nc3c(c2=O)SCC3)cc1	-0.7	-7.2	-11.3	7.1	-1.5	-2.0	·	-41.8	1.4	-12.7	·
CCN(CC)C(=O)CSc1nc(O)c(Cc2ccccc2)c(=O)n1-c1ccc(C)cc1	-0.7	-3.4	-0.3	-0.2	-1.0	2.4	0.1	5.0	4.3	-1.5	-20.2
CC(C)[C@H](NS(=O)(=O)c1ccccc1F)C(=O)NC1CCCCC1	-0.2	1.8	-2.7	7.7	1.2	-1.8	-3.6	19.4	-7.8	3.5	-11.2
OCC[C@@H]1C[C@H](O)[C@@H](O)[C@@]2(CCc3ccccc3O2)O1	0.0	0.4	-17.2	2.6	0.5	-0.5	·	-6.5	-2.7	-6.3	16.2
CCc1ccccc1NC(=O)CN(C)C(=O)COC(=O)c1ccccc1Cl	2.1	-0.8	-2.2	6.2	-0.5	2.6	2.1	-0.6	0.1	-4.3	·
CC(=O)Oc1ccc(N(C(C)=O)S(=O)(=O)c2ccc(C)cc2)c2ccccc12	-0.4	3.6	-1.6	13.8	0.8	-2.3	0.9	-11.8	3.3	-7.9	213.6
Cn1nc(C(=O)Nc2nnc(C3CC3)s2)c2ccccc2c1=O	3.3	-4.3	-5.0	-3.8	14.2	4.4	-0.4	-18.6	-1.1	2.6	127.7
CCOC(=O)C1CCN(C(=O)c2cccc(S(=O)(=O)N(CC)c3ccccc3)c2)CC1	-0.6	1.6	-0.2	9.6	0.3	-0.8	16.3	6.3	-1.3	-14.1	-7.4
CCc1ccccc1NC(=O)Cc1ccc(-n2cccc2)cc1	0.5	-4.9	10.2	-9.3	5.7	4.8	2.3	11.0	-1.4	12.2	0.1
COc1ccc(/C=C(\C#N)C(=O)NCCc2ccccc2)cc1OCc1ccccc1	-1.1	-10.2	-2.9	2.9	0.2	-4.5	-2.2	-41.9	-2.3	-5.2	2.2
CCSc1nc2nn(-c3ccccc3)c(=O)c-2c2n1CCCCC2	1.1	4.3	-2.7	1.8	-2.1	-0.1	0.2	14.3	2.2	0.7	-7.9
Cc1cc(C)c(NS(=O)(=O)c2ccc(NC(=O)c3cccs3)cc2)c(C)c1	0.8	-11.6	9.2	3.3	0.3	-4.9	-4.1	21.6	-1.8	26.4*	21.0
CC(C)Cc1nnc(NC(=O)CCC(=O)NCc2ccccc2Cl)s1	-2.6	-10.1	0.2	-0.5	0.1	-1.8	8.3	-1.8	11.8	19.4*	3.6
Cc1cc(C)n2cc(CSCC(=O)O)nc2n1	-0.5	-6.6	14.2	-6.0	2.4	5.3	-1.7	10.8	7.4	-3.4	-16.3
C/C(=N\O)c1c(O)cc(-c2ccccc2)n(-c2ccccc2)c1=O	-2.5	-9.4	·	-9.0	2.5	2.6	0.6	1.9	·	4.2	-17.6
COc1ccc(NC(=O)c2c(F)cccc2F)cc1S(=O)(=O)Nc1ccc(Br)cc1	-1.4	-13.1	2.4	4.9	0.6	-2.2	0.8	14.6	-5.1	-5.9	156.2
COc1ccc(OCC(=O)N2CCN(S(=O)(=O)c3ccccc3[N+](=O)[O-])CC2)cc1	1.4	-11.3	-6.5	10.9	-1.2	-0.5	0.1	-40.2	5.3	-5.9	0.1
Cc1cc(C(=O)NCC(=O)OC(C)C(=O)N2CCOCC2)ccc1[N+](=O)[O-] (centres undefined)	-0.3	8.2	0.8	13.0	-0.6	-2.3	-2.0	19.4	-3.3	0.5	130.0
Clc1ccc(C(c2nnnn2C2CCCC2)N2CCSCC2)cc1 (centres undefined)	-2.1	-12.3	-1.2	7.8	-1.7	-6.2	·	-45.3	-0.3	-1.5	74.6
O=C(C1=C[C@H](c2coc3ccccc3c2=O)C[C@H](OCCCCO)O1)N1CCN(Cc2ccccc2)CC1	-1.3	-4.0	-1.7	3.2	3.3	2.2	·	8.3	-4.2	-3.1	-15.2
CCOC(=O)Cc1csc(NC(=O)Cc2ccc([N+](=O)[O-])cc2)n1	-0.6	3.9	6.1	5.1	-0.3	0.1	-0.5	-0.6	7.1	-3.0	-2.7
c1ccc(OCc2nc3ccccc3[nH]2)cc1	0.2	-10.8	-13.6	-1.1	1.8	-0.8	-0.2	2.8	2.6	-2.8	0.9
More records:
SMILES	CDK5 inh	PvdQ acylase	Cardiac RTF inh	Rtt109 HAT inh	LANA DNA inh	Keap1 Nrf2 FP	NSD2 HMT inh	PfHsp90 set2	cardiac RTF act	dFosB activator	Mot1-301 SUMO
CCOC(=O)C1CCCN(C(=O)c2cn(CC)c(=O)c3cc(OC)c(OC)cc23)C1 (centres undefined)	-3.9	1.3	-8.6	4.2	-2.0	-7.2	-2.0	-74.7	4.6	-2.8	9.4
Cc1ccc(-c2nc3ccccc3[nH]2)cc1NC(=S)NC(=O)c1ccccc1Br	-0.8	-10.6	-12.9	7.5	-0.8	-4.8	-0.7	-4.0	-0.8	0.0	2.2
COc1cc(C2C(C(=O)Nc3ccccc3OC)=C(C)Nc3ncnn32)ccc1O (centres undefined)	-1.4	-5.7	-12.2	-2.3	1.0	0.1	·	-18.9	12.4	-9.4	-4.2
CCCSc1ccc([C@H]2N[C@@](CC(C)C)(C(=O)OC)[C@H]3C(=O)N(C)C(=O)[C@@H]23)cc1	-0.3	-12.5	3.5	-7.4	0.5	-4.4	·	2.1	-9.1	-0.1	-2.8
Cc1ccsc1C1NC(=O)c2c(sc3c2CCN(C)C3)N1 (centres undefined)	0.2	-4.7	-47.2	-5.5	8.6	-13.2	·	-10.9	28.7	-7.8	-10.5
NC(=O)C1CCN(S(=O)(=O)c2ccc3c(c2)OCCO3)CC1	-1.0	-1.8	3.3	-1.4	0.5	2.5	-0.1	11.2	2.1	8.5	-12.2
O=C(O)CCc1ccc(-c2ccc(Br)cc2)n1-c1ccc(O)cc1	-1.9	-13.2	-6.6	-5.5	1.7	-4.5	6.6	5.9	-2.1	-15.9	-0.5
COc1ccc(N(C(=O)CCl)C(C)(C(=O)Nc2c(C)cccc2C)c2ccccn2)cc1 (centres undefined)	·	-0.8	-7.6	18.3	5.1	2.4	-0.6	-8.8	0.5	2.5	-6.3
COc1ccc(C(=O)NCc2cccs2)cc1S(=O)(=O)N1CCOCC1	-0.3	-6.7	-2.7	3.2	-0.4	-3.5	-2.4	20.2	2.5	-4.7	1.6
COc1ccc(OC)c(NC(=O)c2cnc3n(c2=O)CCS3)c1	-1.0	-10.0	-6.7	2.5	0.5	-2.0	·	-2.8	0.3	-9.1	-1.3
O=S(=O)(Cc1cc(Sc2ccc(Cl)cc2)nc(-c2ccccc2)n1)c1ccccc1	-0.8	5.1	-2.9	-1.4	-0.8	2.1	42.1	-13.0	-1.4	-1.4	23.5
Cc1cccc(NC(=O)c2ccc(Cn3cc(C(F)(F)F)ccc3=O)cc2)c1	-1.4	3.2	-0.1	19.5	0.6	-3.3	-1.0	-12.5	-3.8	1.7	-2.1
O=C(O)C1CCC(Cn2c(SCc3cc(=O)n4cc(Br)ccc4n3)nc3ccsc3c2=O)CC1 (centres undefined)	-0.8	9.0	-6.7	16.0	-0.2	-5.6	4.2	-5.9	1.1	1.0	24.8
Cc1ccccc1NC(=O)CSc1nc2ccc(Nc3nc(N4CCOCC4)nc(N4CCOCC4)n3)cc2s1	0.0	-11.1	-4.8	-15.4	0.2	-2.2	-1.3	-4.5	-2.7	8.5	·
O=C(NC1CCCC1)C(c1ccc(Cl)cc1)N1CCc2ccccc21 (centres undefined)	0.1	16.8	2.6	17.9	-1.4	-6.4	·	6.3	-8.8	-13.4	3.3
Cc1ccc(NC(=O)Nc2cccnc2)cc1	-0.9	-9.4	-7.5	2.1	8.3	-4.6	-1.0	-1.5	-0.9	-0.9	-4.2
O=C(NCCCN1CCN(c2ccccc2F)CC1)Nc1ccc(F)cc1	-1.3	6.4	-0.8	2.9	-0.7	-1.4	3.3	-7.3	-3.6	-1.3	-2.3
COc1ccc(-c2csc(Cc3nnc4n3CCCCC4)n2)cc1OC	0.6	-5.3	-2.0	-7.7	-0.1	7.1	1.0	-37.1	3.1	-0.3	297.8
CCOC(=O)CC(=O)CSc1ccc2nnc(-c3ccccc3)n2n1	2.3	1.1	0.5	-6.2	0.8	-8.4	-0.8	17.1	6.1	-10.4	-10.1
COc1ccc(-c2noc(C3CCCN(C(=O)c4ccccc4C)C3)n2)cc1 (centres undefined)	0.2	0.8	3.8	6.7	5.7	0.6	-2.8	13.8	-3.0	-13.7	4.6
CCCN1CCN(CCCNC(=O)c2ccc(CS(=O)c3ccc(OC)cc3)o2)CC1 (centres undefined)	-1.3	-2.8	1.4	-19.1	0.7	-3.2	3.1	8.7	-6.1	5.7	17.3
COc1ccc(-c2cnc3nc[nH]c(=O)c3n2)cc1	2.3	-8.3	-0.6	-32.3	1.3	-6.2	·	15.7	9.5	6.2	-8.7
O=C(NC1CCCCC1)n1c(=O)oc2ccccc21	-0.3	-12.8	-1.8	-12.1	0.5	-2.2	-0.7	20.9	-3.4	-5.9	20.5
